SENP1 inh = human SENP1 catalytic domain inhibitors, primary screen, biochemical, FRET, uHTS | Sentrin-specific protease 1 (Homo sapiens), Q9P0U3 | recombinant SENP1 catalytic domain, CyPet-SUMO1-YPet FRET cleavage | inhibition, % at 10 µM | 360,000 compounds, 0.21% hits;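 active = inhibition at least 30% at 10 µM, raw YFP signal under a set limit, fluorescence ratio 0.5 to 1.5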;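 also: 0% = enzyme with DMSO and 100% = no enzyme wells; some results filed as inactive read as strong as hits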
Target sequence (Q9P0U3 419-644 limits assumed): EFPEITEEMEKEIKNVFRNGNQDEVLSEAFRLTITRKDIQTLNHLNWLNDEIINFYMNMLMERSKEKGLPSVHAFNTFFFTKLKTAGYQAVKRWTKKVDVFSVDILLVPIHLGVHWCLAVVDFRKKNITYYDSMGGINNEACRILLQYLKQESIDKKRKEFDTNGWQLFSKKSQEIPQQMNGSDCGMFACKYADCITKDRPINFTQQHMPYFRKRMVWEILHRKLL
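Test system: human SENP1 catalytic domain; medium: Tris pH 8 buffer plus EDTA, NaCl, BME, BSA, NP40, catalase; incubation: 50 min reaction at room temperature; technique: FRET, CFP and YFP emission; controls: no-enzyme low control and enzyme-plus-DMSO high control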
UBC13 polyUb = UBC13 polyubiquitin chain formation inhibitors, primary screen, biochemical, TR-FRET, uHTS; 330,000 compounds, 0.47% hits; AID 485273, 2010; inhibition, % at 20 µM; in the data active = inhibition above about 45%, passing the limit was not always enough
SENP6 inh = SENP6 protease inhibitors, primary screen, biochemical, luminescence, uHTS | Sentrin-specific protease 6 (Homo sapiens), Q9GZR1 | Recombinant SENP6 catalytic domain, aminoluciferin luminescence | inhibition, % at 10 µM | 330,000 compounds, 1.8% hits | AID 2599, 2010;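 active = inhibition above about 50% at the single tested dose, limit read from the data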;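 also: plate controls were DMSO wells with enzyme for no effect and DMSO wells lacking enzyme for full effect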
SENP7 inh = SENP7 protease inhibitors, primary screen, biochemical, luminescence, uHTS; Sentrin-specific protease 7 (Homo sapiens), Q9BQF6; recombinant SENP7, Z-RLRGG-aminoluciferin luminescence, 40 min; inhibition, % at 5 µM; 330,000 compounds, 1.5% hits;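 active = inhibition above about 50% at the single test dose, limit read from the data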;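 also: plate controls were DMSO with enzyme for no effect and no enzyme buffer wells for full effect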
SENP8 block-1 = SENP8 protease inhibitors, primary screen, biochemical, luminescence. purified SENP8, Z-RLRGG-aminoluciferin cleavage. 330,000 compounds, 1.2% hits. Sentrin-specific protease 8 (Homo sapiens), Q96LD8. inhibition, % at 10 µM. AID 2540, 2010; in the data active = inhibition above about 50%
Target sequence (Q96LD8 whole entry, looked up): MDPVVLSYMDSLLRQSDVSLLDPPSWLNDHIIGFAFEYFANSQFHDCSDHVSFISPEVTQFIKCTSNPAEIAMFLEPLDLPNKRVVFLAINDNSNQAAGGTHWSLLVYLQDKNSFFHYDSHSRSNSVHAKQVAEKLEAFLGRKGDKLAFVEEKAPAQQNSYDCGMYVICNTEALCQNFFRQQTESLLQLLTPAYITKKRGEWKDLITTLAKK
Apaf-1 inh = inhibitors of human Apaf-1 apoptosome, primary screen, biochemical, DEVD-Rh110 fluorescence, uHTS; reconstituted apoptosome caspase-3 activity; inhibition, % at 20 µM; AID 489030, 2010; 330,000 compounds, 0.71% hits; Apoptotic protease-activating factor 1 (Homo sapiens), O14727; active = inhibition of at least 40% at 20 µM;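 also: plate controls were DMSO wells for no effect and DEVD-CHO caspase inhibitor wells for full effect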
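Assay system – apoptosome proteins · Medium – Hepes buffer, pH 7.5 · Also added – cytochrome c with DEVD-Rh110 · Timing – 30 min compound preincubation, 50 min activation, room temperature · Detection – Rh110 fluorescence, excitation 480 nm, emission 540 nm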
SENP8 block-2 = human SENP8 protease inhibitors, primary screen, biochemical, fluorescence, Nedd8 protein substrate, uHTS | recombinant SENP8 | inhibition, % at 20 µM | 360,000 compounds, 0.64% hits | AID 602440, 2012; in the data active = inhibition mostly above about 40%, no sharp cut-off; inactive = mostly below about 27%
A3G deaminase = APOBEC3G DNA deaminase inhibitors, primary screen, biochemical, fluorescence, single-stranded DNA substrate, uHTS; AID 493012, 2011; recombinant A3G, ssDNA deamination FAM/TAMRA fluorescence; DNA dC->dU-editing enzyme APOBEC-3G (Homo sapiens), Q9HC16; inhibition, % at 20 µM; 330,000 compounds, 0.28% hits;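 active = inhibition of at least 40% at 20 µM, with no more than 30% in the related APOBEC3A deaminase screen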;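 also: plate controls were DMSO wells with A3G for no effect and wells lacking A3G enzyme for full effect; some compounds called inactive have numbers as strong as hits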
Target sequence (Q9HC16 whole entry, looked up): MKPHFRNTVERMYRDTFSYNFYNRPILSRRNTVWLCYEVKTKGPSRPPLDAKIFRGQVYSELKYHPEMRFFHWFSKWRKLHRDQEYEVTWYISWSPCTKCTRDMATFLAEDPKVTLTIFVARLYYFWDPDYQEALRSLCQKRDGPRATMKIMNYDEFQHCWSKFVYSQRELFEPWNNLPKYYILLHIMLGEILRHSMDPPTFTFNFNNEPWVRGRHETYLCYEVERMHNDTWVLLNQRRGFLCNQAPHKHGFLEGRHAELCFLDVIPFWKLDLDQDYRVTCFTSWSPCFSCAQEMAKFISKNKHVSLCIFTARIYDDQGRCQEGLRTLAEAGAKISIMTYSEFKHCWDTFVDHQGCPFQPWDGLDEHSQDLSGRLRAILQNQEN
* marks the source's active call; other numbers are inactive results; i = inactive.

SMILES	SENP1 inh	UBC13 polyUb	SENP6 inh	SENP7 inh	SENP8 block-1	Apaf-1 inh	SENP8 block-2	A3G deaminase
COc1cccc(CNC(=O)CCC2CCCN(C(=O)c3cc(C)[nH]n3)C2)c1 (configuration not stated)	0	2	1	4	-2	-10	6	-6
CCOC(=O)c1ccc(N/C=C/C(=O)c2ccccc2)cc1	-135	4	93*	95*	84*	14	-469	1
COc1ccc(N2CCN(c3nc(NCCc4ccc(OC)c(OC)c4)nc(OC)n3)CC2)cc1	5	3	-4	-7	-7	9	16	-1
CCCOc1ccc(C(C(=O)OCCN(CC)CC)c2ccccc2)cc1 (configuration not stated)	2	16	-18	12	-9	-1	22	-4
O=C(NNC(=O)c1ccccc1Cl)c1cccs1	4	-12	-33	0	-11	11	33	-3
Cc1cc(Cl)ccc1Oc1ncc(CN2CCN(c3ccccc3)CC2)s1	4	5	-12	8	-10	27	2	3
CN(C)c1nc(C#N)nc(N(C)C)n1	1	-1	7	8	-2	-2	1	-4
COc1ccc(CC(=O)NCCS(=O)(=O)N2CCN(c3ccc(F)cc3)CC2)cc1OC	1	0	-2	-4	5	-2	11	-7
COc1ccccc1NC(=S)N(CCCN1CCOCC1)Cc1cccs1	2	1	9	0	3	-19	26	-13
COc1ccc(OCCC(=O)OCC(=O)Nc2ccc(Br)cc2)cc1	3	6	-6	-9	-10	-6	12	-5
COc1ccc(C(=O)NC2CCN(C(=S)Nc3ccccc3C)CC2)cc1	0	-1	-16	0	0	-3	11	1
COC(=O)C1CCN(C(=O)COC(=O)c2n[nH]c3ccccc23)CC1	1	-8	-14	-8	-19	1	3	-4
CC1(C)CC(=O)C(C2=NC3(CCCCCC3)Cc3ccccc32)=C(O)C1	-2	-4	-14	3	3	0	7	-6
Cc1cccc(C)c1NC(=O)C(NC(=O)c1ccccn1)c1ccc([N+](=O)[O-])cc1 (configuration not stated)	2	-2	-12	0	-2	-2	30	-1
CC1CCCCN1CCCn1c(=S)[nH]c2ccccc2c1=O (configuration not stated)	-14	7	-4	-4	-4	-6	1	-8
COc1ccc(C2=Nc3ccc(C)cc3C(c3ccccc3)N2CC(=O)NN)cc1 (configuration not stated)	2	7	-12	-4	-8	9	-5	-5
Cc1ccc(S(=O)(=O)Cn2nnnc2C(C(C)C)N2CCN(Cc3ccco3)CC2)cc1 (configuration not stated)	4	9	-10	1	-4	4	i	-2
CCOC(=O)N1CCC(NC(=O)c2ccc(CS(=O)c3cccc(Cl)c3)o2)CC1 (configuration not stated)	2	2	-2	-8	1	4	7	0
CN(C)c1nc2ccccc2c(N)c1-c1ccccc1	0	13	-13	-6	5	-13	-18	-6
CN(C)C(=O)NCc1ccc(S(N)(=O)=O)cc1	0	0	10	2	4	-25	14	-6
Cc1ccc2c(c1)C(O)(CC(=O)c1cccnc1)C(=O)N2 (configuration not stated)	3	-8	-12	-1	14	-10	28	-5
O=c1[nH]c2ccccc2c(O)c1-[n+]1ccccc1	0	4	-19	5	-4	3	-4	7
Cc1cc(C(=O)OCC(=O)N2CC(C)OC(C)C2)ccc1[N+](=O)[O-] (configuration not stated)	4	1	14	5	0	2	6	-7
O=C(c1ccco1)N1CCCC(Nc2ccc3c(c2)OCCO3)C1 (configuration not stated)	-1	-5	-6	4	-19	-3	-3	-8
COc1ccc2sc(-c3ccc(SC)cc3)c(C#CC(C)(C)O)c2c1	-9	9	-8	-3	-11	7	-491	-6
CC(C)(C)C1CCC(C(=O)Nc2cccnc2)CC1 (configuration not stated)	0	-10	-14	-9	-11	12	2	-4
CCOC(=O)/C(N=O)=C(\O)C1CCN(C(=O)OCC)CC1	1	-5	-1	5	0	-1	28	1
COCCOC(=O)C1=C(C)NC(=O)NC1c1cccc(F)c1 (configuration not stated)	3	-8	-8	13	-13	-23	8	-4
O=C(CN1CCSCC1)N/N=C/c1ccc(F)c(F)c1	1	10	7	1	5	-9	-6	0
CCc1ccc(N2CC(C(=O)OC)CC2=O)cc1 (configuration not stated)	1	-9	-15	3	4	-11	22	-8
O=C(COC(=O)CCc1c[nH]c2ccccc12)NCc1ccc(Cl)cc1	0	11	-6	1	1	-2	9	-1
COc1cc2ccccc2cc1C(=O)N(CCN(C)C)c1nc2c(F)cccc2s1	-1	14	7	-6	-4	15	1	-4
COc1cc(-c2nc(-c3ccccc3)c(-c3cc([N+](=O)[O-])ccc3C)[nH]2)cc(OC)c1OC	3	4	10	3	4	-5	-18	-8
CN1CCC(=NNC(=O)C(=O)Nc2ccccc2F)CC1	0	6	-9	4	4	-5	6	-4
CCCC(C)NC(=O)COc1ccc(Sc2ccc(OCC(=O)NC(C)CCC)cc2)cc1 (configuration not stated)	2	8	-5	4	-2	12	1	-4
O=C(Nc1ccccc1C(=O)N/N=C/c1ccc(F)cc1)c1ccccc1Br	-1	-11	-4	-11	-9	-1	-8	-3
Cc1nc(SCCOc2ccccc2)[nH]c(=O)c1Cc1ccccc1	1	3	4	0	1	8	-2	-3
O=c1ccc(Cl)cn1Cc1ccccc1F	-1	6	7	7	-6	0	-4	-5
CCC(C(=O)Nc1cc(F)ccc1F)n1nc(C)c2c(C)n(-c3ccc(C)cc3)nc2c1=O (configuration not stated)	1	-8	1	-13	-1	15	12	2
COc1c(C(=O)Nc2ccccc2N2CCOCC2)cc2ccccc2c1Br	1	-1	0	2	-8	10	-12	-4
Cc1cccc(-c2noc(CCC(=O)NC3CCCCC3)n2)c1	1	12	8	-5	2	-16	-4	-8
CN1CCN(Cc2cc(Cl)c3cccnc3c2OC(=O)c2cccs2)CC1	1	-2	-8	-8	-4	-1	19	0
CCCN1CCN(S(=O)(=O)c2ccc3c(c2)OCCO3)CC1	2	-7	4	0	-2	-3	8	-1
Clc1ccc(OCCN2CCN(c3ncnc4sccc34)CC2)cc1	-19	2	9	14	-1	21	10	1
O=C(NCCc1cccc(Cl)c1)c1cccs1	3	6	-21	-3	-4	1	9	4
CN(C)CCCN1C(=O)c2cccc3c(Br)ccc(c23)C1=O	-26	-24	8	2	6	18	-103	15
COc1ccc(C)cc1NC(=O)Cn1cnc2sc(C)c(S(=O)(=O)N3CCOCC3)c2c1=O	3	2	4	4	7	10	20	-2
CCCNC(=O)c1c(Cl)cnn1-c1ccc(C)cc1	1	-2	7	4	-3	0	0	-1
N/C(=N\NS(=O)(=O)c1ccccc1Cl)c1ccccn1	1	-9	-6	-6	-8	3	32	-8
CC(=O)Nc1cc2c(cc1C(C)=O)OCCO2	2	1	-4	-3	3	-3	-328	-3
Cc1ccc(CC(=O)N2CCC(c3nc4c(nnn4Cc4ccccc4)c(=O)[nH]3)CC2)cc1	2	10	-2	2	2	14	9	-1
O=C(NCc1cccnc1)C1CCN(S(=O)(=O)c2cccnc2)CC1	0	-1	-22	-8	-8	7	20	-5
O=C(NCCCN1CCCC1=O)c1ccc(Cl)c(NS(=O)(=O)c2ccc(F)cc2)c1	4	1	-7	-2	8	-2	19	0
CC1CCN(CCNC(=O)c2ccc3c(=O)n(Cc4ccc(Cl)cc4)c(=S)[nH]c3c2)CC1	0	45*	-5	-6	-9	36	13	-4
NC(=O)CSc1cn(CCNC(=O)c2cccs2)c2ccccc12	5	7	0	4	-1	-8	5	1
COc1cccc(CNC(=S)Nc2cc(C)ccc2C)c1	2	3	2	-7	-6	-1	3	-7
CCCCCCCC(=O)OC(CN1CCCCCC1)CN1CCCC1=O (configuration not stated)	0	1	-29	-6	-7	12	2	-7
CCS(=O)(=O)C1=NSC2=NC(=O)/C(=C\c3cc(C)n(-c4cccc(OC)c4)c3C)C(=N)N21	-112	-27	-12	-1	6	18	-318	6
CCOC(=O)N1CCN(c2cc(=O)n(-c3ccccc3Cl)c(=O)[nH]2)CC1	0	6	2	5	-2	5	14	1
CN(CCN1CCOCC1)C(=O)CC1C(=O)NCCN1Cc1ccccc1F (configuration not stated)	-3	-8	-10	13	0	-10	-14	-10
COc1ccccc1N(CC(=O)NCC1CCCO1)C(=O)CNS(=O)(=O)c1ccccc1 (configuration not stated)	5	-9	-13	3	4	-7	14	0
CCCCN1C(=O)c2ccc(C(=O)Nc3cccc(C)c3C)cc2C1=O	2	3	-4	4	-1	-2	12	-8

In the list so far, these contain a Cl atom:
SMILES	SENP1 inh	UBC13 polyUb	SENP6 inh	SENP7 inh	SENP8 block-1	Apaf-1 inh	SENP8 block-2	A3G deaminase
O=C(NNC(=O)c1ccccc1Cl)c1cccs1	4	-12	-33	0	-11	11	33	-3
Cc1cc(Cl)ccc1Oc1ncc(CN2CCN(c3ccccc3)CC2)s1	4	5	-12	8	-10	27	2	3
CCOC(=O)N1CCC(NC(=O)c2ccc(CS(=O)c3cccc(Cl)c3)o2)CC1 (configuration not stated)	2	2	-2	-8	1	4	7	0
O=C(COC(=O)CCc1c[nH]c2ccccc12)NCc1ccc(Cl)cc1	0	11	-6	1	1	-2	9	-1
O=c1ccc(Cl)cn1Cc1ccccc1F	-1	6	7	7	-6	0	-4	-5
CN1CCN(Cc2cc(Cl)c3cccnc3c2OC(=O)c2cccs2)CC1	1	-2	-8	-8	-4	-1	19	0
Clc1ccc(OCCN2CCN(c3ncnc4sccc34)CC2)cc1	-19	2	9	14	-1	21	10	1
O=C(NCCc1cccc(Cl)c1)c1cccs1	3	6	-21	-3	-4	1	9	4
CCCNC(=O)c1c(Cl)cnn1-c1ccc(C)cc1	1	-2	7	4	-3	0	0	-1
N/C(=N\NS(=O)(=O)c1ccccc1Cl)c1ccccn1	1	-9	-6	-6	-8	3	32	-8
O=C(NCCCN1CCCC1=O)c1ccc(Cl)c(NS(=O)(=O)c2ccc(F)cc2)c1	4	1	-7	-2	8	-2	19	0
CC1CCN(CCNC(=O)c2ccc3c(=O)n(Cc4ccc(Cl)cc4)c(=S)[nH]c3c2)CC1	0	45*	-5	-6	-9	36	13	-4
CCOC(=O)N1CCN(c2cc(=O)n(-c3ccccc3Cl)c(=O)[nH]2)CC1	0	6	2	5	-2	5	14	1

Compound activity (PubChem BioAssay)
